PglD inh = C. jejuni PglD acetyltransferase inhibitors, primary screen, biochemical, DTNB colorimetric, single point | UDP-N-acetylbacillosamine N-acetyltransferase PglD (Campylobacter jejuni) | purified PglD enzyme, DTNB colorimetric CoA detection | inhibition, % at 12.5 µM | actives 0.098% (n = 360,000); in the data active = inhibition above about 16%, passing the limit was not always enough; inconclusive = no clear call, values can overlap the other calls; note: strong numbers were not always called active
E-selectin induc = E-selectin induction in HUVECs, primary screen, imaging, HUVEC, immunofluorescence imaging, single point; actives 0.37% (n = 260,000); activation, % at 7.58 µM; normalized: neutral wells 0, TNF-alpha wells 100; P16581;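 active = mean E-selectin-positive cell signal at least 10% of the positive control, reached in at least 60% of replicates, without over 20% cell loss; inconclusive = no rule given, readout overlaps actives, possibly toxicity-flagged; inactive = the rest, including those meeting only one limit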;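 note: in these data hits start at about 27%; measured in HUVEC primary endothelial cells; signal is the percent of cells scored E-selectin positive by PE staining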
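material = human umbilical vein endothelial cells (HUVEC), E-selectin induction | quantity = 3,000 cells/well | medium = EGM-2 growth medium on 0.1% gelatin-coated wells | technique = immunofluorescence imaging | read-out basis = % PE-positive cells | control set = TNF-alpha positive control, DMSO neutral control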
S100A4 MyoIIA = inhibitors of S100A4-myosin IIA peptide binding, primary screen, biochemical, fluorescence polarization, TAMRA-MyoIIA peptide; inhibition, % at 10.7 µM; actives 0.14% (n = 360,000); Protein S100-A4 (Homo sapiens), P26447;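 active = mean inhibition of at least 70% across replicates, with every replicate also reaching that level; inconclusive = mean inhibition reaches 70% but some replicates fall short; inactive = mean inhibition below 70%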
Target sequence (P26447 whole entry, looked up): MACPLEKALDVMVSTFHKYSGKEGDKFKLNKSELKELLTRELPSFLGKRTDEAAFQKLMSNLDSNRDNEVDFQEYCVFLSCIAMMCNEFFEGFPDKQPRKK
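Test system: S100A4 monomer protein; Medium: HEPES pH 7.2 with CaCl2, KCl, NaCl, DTT, Triton; Probe or stimulus: TAMRA-labelled myosin IIA heavy-chain peptide probe, 5 nM; Doses: one dose per compound; Times: polarization read 5 min after assay mix addition, stable 5–60 min; Benchmarks: neutral control DMSO, positive control TFP.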
DENV2 CPE = inhibitors of DENV2 cytopathic effect, primary screen, cell-based, plate reader, single concentration; DENV2-infected cells, cytopathic effect rescue; CPE inhibition, % at 9.99 µM; actives 1.7% (n = 350,000); AID 651640, 2012; in the data active = CPE inhibition above about 20%, passing the limit was not always enough; inconclusive = no clear call, values can overlap the other calls; tested in BHK-21 cells;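 note: 0% = median of neutral control wells and 100% = median of positive control wells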
ERp5 block = inhibitors of ERp5-driven insulin aggregation, primary screen, biochemical, turbidity, absorbance 650 nm, single point; Protein disulfide-isomerase A6 (Homo sapiens), Q15084; 90 min; inhibition, % at 9.99 µM; actives 0.05% (n = 350,000);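 active = mean replicate inhibition above about 25%, with every replicate also reaching it, limit read from the data, passing the limit was not always enough; inconclusive = only one of those two criteria met; inactive = neither criterion met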
Target sequence (Q15084 whole entry, looked up): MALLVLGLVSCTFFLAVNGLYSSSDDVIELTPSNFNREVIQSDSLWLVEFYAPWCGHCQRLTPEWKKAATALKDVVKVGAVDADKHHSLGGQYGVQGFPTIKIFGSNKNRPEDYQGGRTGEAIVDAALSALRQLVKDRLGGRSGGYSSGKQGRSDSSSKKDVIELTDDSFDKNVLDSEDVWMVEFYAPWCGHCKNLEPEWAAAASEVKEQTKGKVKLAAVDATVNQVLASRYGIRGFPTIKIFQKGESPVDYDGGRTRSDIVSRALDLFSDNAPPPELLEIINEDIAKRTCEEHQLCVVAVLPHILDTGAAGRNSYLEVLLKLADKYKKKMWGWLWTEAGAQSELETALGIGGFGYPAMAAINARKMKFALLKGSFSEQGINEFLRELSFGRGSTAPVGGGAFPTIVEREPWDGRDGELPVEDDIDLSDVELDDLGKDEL
C2C12 statin = suppressors of statin myotoxicity in C2C12 myotubes, primary screen, cell-based, single point, plate reader; C2C12 myotubes + simvastatin, ATP luminescence, 48 h; scaled: DMSO 0, geranylgeraniol control 100; rescue of ATP level, % at 7.49 µM; actives 0.78% (n = 330,000);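 active = mean ATP rescue above about 67%, or every replicate alone reaching that limit, limit read from the data, passing the limit was not always enough; inconclusive = no clear call, values can overlap the other calls; inactive = mean under the limit and some replicate under it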;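 note: myotubes were challenged with 10 µM simvastatin during compound exposure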
SIRT5 block = SIRT5 desuccinylase inhibitors, primary screen, biochemical, fluorescence imaging, single point, set 5. NAD-dependent protein deacylase sirtuin-5, mitochondrial (Homo sapiens), Q9NXA8. Purified SirT5, succinyl-peptide AMC, trypsin-coupled fluorescence. inhibition, % at 15 µM. AID 652115, 2013. actives 1.1% (n = 330,000); in the data active = inhibition above about 15%; inconclusive = no clear call, values can overlap the other calls
Target sequence (Q9NXA8 whole entry, looked up): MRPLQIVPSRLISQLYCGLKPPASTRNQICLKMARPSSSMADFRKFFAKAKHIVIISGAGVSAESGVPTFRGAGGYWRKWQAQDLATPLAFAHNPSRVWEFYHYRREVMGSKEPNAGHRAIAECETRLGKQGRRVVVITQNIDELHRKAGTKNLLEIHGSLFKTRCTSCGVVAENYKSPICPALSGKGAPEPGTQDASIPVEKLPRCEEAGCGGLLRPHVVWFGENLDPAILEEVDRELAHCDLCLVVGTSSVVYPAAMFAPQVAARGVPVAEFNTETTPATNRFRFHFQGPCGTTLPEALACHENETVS
* marks the source's active call; other numbers are inactive results; ? = inconclusive; · = not tested or not shown; & = joins results of further samples. This is a subset; count on the stated rates, not on these rows.

SMILES | PglD inh | E-selectin induc | S100A4 MyoIIA | DENV2 CPE | ERp5 block | C2C12 statin | SIRT5 block
CCC(C)C1N=C(c2ccccc2)c2cc(Cl)ccc2N(CC(=O)NCc2ccco2)C1=O (stereo not given) | · | 0.2 | -2 | ? | -8 | 8 | -2
CNC(=O)Oc1ccc2ncccc2c1 | 6 | · | 1 | 10 | 4 | 14 | 14
COc1ccc2c(c1)NP(=S)(c1ccccc1)N2 (stereo not given) | 1 | 0.5 | -24 | 1 | -1 | -1 | 1
COC1CCC(OC2CC(C3(C)CCC4(CC(O)C(C)C(C(C)/C=C(\C)C(=O)C(C)CC(C)C(=O)O)O4)O3)OC3(OC(C4OC(O)(CO)C(C)CC4C)CC3C)C2C)OC1C (stereo not given) | · | · | -3 | -8 | -6 | · | 24*
O=C(Cc1ccccc1)N1CCCCN2[C@@H](CO)[C@@H](c3ccc(C#Cc4ccccc4)cc3)[C@@H]2C1 | -8 | -0.1 | -3 | 9 | -1 | · | -2
Cc1ccc(N2CCN(CCc3ccccc3)CC2)cc1 | · | · | -4 | -3 | -4 | · | -3
COC(=O)C1=C(c2cccc(C#N)c2)C[C@@H]2CC[C@H]1N2C(=O)N1CCc2cc(OC)c(OC)cc2C1 | 1 | 0.0 | 3 | -2 | -6 | 1 | -1
O=c1[nH]c(=O)n(-c2ccccc2F)c(O)c1/C=C1\C=Nc2ccccc21 | · | 0.2 | 27 | -4 | -7 | · | -2
CC[N+](CC)(CC#CCO)CC#Cc1ccccc1 | · | · | 3 | -6 | -1 | · | -2
O=C(CCN1CCOCC1)Nc1ccc(Br)cc1C(=O)c1ccccc1 | -12 | 0.1 | -2 | -7 | -1 | 2 | 0
C[C@@H]1CN([C@H](C)CO)C(=O)CCCn2cc(nn2)CO[C@H]1CN(C)C(=O)Oc1cccc2ccccc12 | 0&2 | -0.2 | 7&14 | -13&1 | 4&-3 | 15&6&8 | -2
O=C(NC(=S)N1C[C@H]2C[C@H](C1)c1cccc(=O)n1C2)c1ccc(Cl)cc1 | 5 | · | 0 | -9 | 3 | -10 | 0
COc1ccc(C(CNC(=O)Cc2ccc(Cl)c(Cl)c2)N(C)C)cc1 (stereo not given) | · | · | -4 | 7 | -2 | · | ·
O=C(O)[C@@H]1[C@@H](CO)[C@@H]2Cn3c(ccc(-c4cccnc4)c3=O)[C@H]1N2S(=O)(=O)c1ccccc1F | -3 | -1.4 | 38 | -1 | -1 | 1 | -10
O=C(NCCN1CCCCC1)c1ccc(Cl)nc1Cl | · | -0.1 | 3 | -5 | -3 | · | -3
O=C1CCCC2C3CCCN4CCCC(CN12)C34 (stereo not given) | 1 | · | -1 | -6 | 3 | -4 | ·
COc1ccc(CCn2c(O)c(C=Nc3ccc(F)cc3)c(=O)[nH]c2=O)cc1OC | 2 | 0.3 | 3 | 1 | -1 | · | 16*
CSc1ncc(Br)c(N2CC2)n1 | -2 | -0.1 | 1 | -10 | -8 | -10 | ·
COc1ccc(-n2nnnc2C(c2cc3ccccc3o2)N2CCC(n3c(=O)[nH]c4ccccc43)CC2)cc1 (stereo not given) | -3 | -0.4 | -9 | -12 | 5 | -35 | -2
CCCCOc1nc2ccccc2c(=O)n1-c1ccccc1 | 1 | 1.2 | · | · | · | -5 | ·
N#Cc1cccc(-c2ccc([C@@H]3[C@H]4CN(C(=O)Cc5ccncc5)CCCCN4[C@H]3CO)cc2)c1 | 3 | -0.3 | -17 | 9 | -4 | · | 5
Cc1cc(OC(C)C(=O)N[C@H](C(=O)O)c2ccccc2)c2c3c(c(=O)oc2c1)CCC3 (stereo not given in full) | -4 | · | -1 | 4 | 2 | -9 | ·
CC(C)Cc1nnc(NC(=O)CCC(=O)N2CCC3(CC2)OCCO3)s1 | 0 | 0.0 | -10 | 6 | -1 | · | 0
CC(=O)OC1CC[C@@]2(C)C(=CC(=O)C3C4CCC(OC(C)=O)[C@@]4(C)CCC32)C1 (stereo not given in full) | 3 | 0.0 | -1 | -4 | -5 | -5 | -2
CCCC(=O)c1ccc(CP(=O)(OCC)OCC)o1 | 3 | 0.5 | 1 | 3 | 2 | · | -3
CCc1ccc(N2C(=O)NC(=O)/C(=C\C=C\c3ccco3)C2=O)cc1 | -4 | 0.2 | -2 | 0 | 4 | 21 | -1
N#CC(C#N)=Cc1ccc(N2CCCC2)cc1 | 1 | -1.1 | -101 | 4 | 5 | 5 | -10
CCCC(C)C1(CC)C(=O)NC(=O)N=C1N (stereo not given) | · | · | -2 | 3 | -2 | -4 | 1
COc1cccc(-n2c(/C=C/c3ccccn3)nc3ccccc3c2=O)c1 | 5 | · | -3 | -4 | 2 | -70 | -2
CC(C(=O)c1cn(C)c2ccccc12)c1ccccc1 (stereo not given) | · | · | -1 | 2 | -4 | -1 | -2
CN1CCN(c2ccc([N+](=O)[O-])c(Sc3ccccn3)c2)CC1 | · | · | -1 | -2 | 0 | -6 | -1
Clc1ccccc1CN1CCN(c2ccccc2)CC1 | 1 | · | -3 | · | 1 | 9 | ·
O=C(Cc1ccccc1[N+](=O)[O-])N1CCN(Cc2ccc3c(c2)OCO3)CC1 | · | · | 17 | -2 | 4 | · | -4
Cc1ccsc1CNCCc1ccc(F)cc1 | 1 | 0.0 | -1 | 15 | 1 | 1 | -1
O=C(Cc1cc(=O)[nH]c(=O)[nH]1)N1CCN(CCO)CC1 | 0 | 0.9 | 2 | -1 | 1 | 0 | -2
CC1(C)C[C@H]2C=C(C=O)[C@]3(C=O)C[C@]3(C)[C@H]2C1 | -3 | · | -17 | -12 | 0 | -54 | 0
O=C1c2ccccc2-c2cccc3cccc1c23 | 1 | 0.0 | 1 | -4 | 0 | -4 | 1
CC[C@@H]1C[C@H]2CC[C@H](O2)[C@H](C)C(=O)O[C@@H](C)C[C@@H]2CC[C@@H](O2)[C@@H](C)C(=O)O[C@H](C)C[C@H]2CC[C@H](O2)[C@H](C)C(=O)O[C@@H](C)C[C@@H]2CC[C@@H](O2)[C@@H](C)C(=O)O1 | · | · | -3 | -21 | 2 | · | 4
Cc1ccc2c(c1)C1CN(C)CCC1N2C(=O)/C=C/c1ccc2c(c1)OCO2 (stereo not given) | -5 | · | -12 | 2 | 1 | -3 | 1
CCOc1cc2c(cc1OCC)-n1cccc1C(c1c(O)cccc1OC)NC2 (stereo not given) | 0 | · | -1 | 4 | -4 | 2 | -1
COc1ccc(Cl)cc1C(=O)C1CCCN(Cc2cnc(C)s2)C1 (stereo not given) | -8 | · | -4 | -1 | -4 | 6 | -4
COc1ccc(C(=O)C2CCCN(C3CSCCSC3)C2)c(C)c1 (stereo not given) | 1 | · | -1 | 1 | 4 | -9 | -2
CC/C(=N\Nc1ccccc1)c1c(O)n(-c2ccccc2)c(=O)[nH]c1=O | -1 | · | 9 | 8 | · | 5 | -1
Cc1cccc(NP(=O)(Oc2ccccc2F)Oc2ccccc2F)c1C | 8 | · | 1 | -1 | 3 | · | -8
C[C@@H]1CN(C2CCC(C#N)(c3ccc(F)cc3)CC2)CC[C@]1(C(=O)O)c1ccccc1 (stereo not given in full) | -4 | -0.1 | -9 | -4 | 1 | 2 | 0
COC(=O)C1=C(c2c(C)noc2C)C[C@@H]2CC[C@H]1N2C(=O)N1CCCCC1 | 2 | 0.0 | -4 | 9 | -2 | -1 | ·
O=c1[nH]c2ccccc2n1C1CCN(C(CCc2ccccc2)c2nnnn2Cc2ccccc2)CC1 (stereo not given) | 5 | 0.9 | 5 | -4 | -9 | -1 | -1
C/C(=C/C=C/[C@@H](C)C(=O)O)[C@H]1CN[C@H](C(=O)O)[C@H]1CC(=O)O | -1 | · | 0 | -2 | 5 | 3 | 1
COc1c2c(cc3c1OCO3)CCN(C)C2 | 0 | 0.6 | 1 | -1 | -2 | 6 | -8
COC(=O)C1=C(c2ccc(OC(F)(F)F)cc2)C[C@@H]2CC[C@H]1N2C(=O)NCCOc1ccccc1Cl | -2 | -0.2 | -19 | 2 | -1 | 8 | -2
Cc1cc(C)c(-n2c(O)c(/C=N/N3CCCCC3c3cccnc3)c(=O)[nH]c2=O)c(C)c1 (stereo not given) | 3 | · | -1 | 1 | 2 | -12 | -1
O=C(NC1CC1)c1cn(Cc2ccccc2)nc1-c1ccccc1 | · | -0.1 | -3 | 9 | 3 | 12 | -5
COCC(=O)N1[C@@H]2Cn3c(ccc(C4=CCCC4)c3=O)[C@H]1[C@@H](C(=O)OC)[C@@H]2CO | 0 | -1.0 | -4 | ? | 3 | -15 | -9
C=C(C)[C@@H]1C2C(=O)O[C@H]1[C@H]1OC(=O)[C@@]34OC3C[C@]2(O)[C@@]14C (stereo not given in full) | 1 | 0.0 | 7 | -5 | -6 | -9 | -1
CC(C)(C)NC(=S)N1Cc2ccccc2-n2nncc2C1 | -1 | 1.2 | 0 | ? | -1 | 2 | 9
CC(=O)NC1C(OC(=O)Cc2ccccc2)OC(COC(C)=O)C(OC(C)=O)C1OC(C)=O (stereo not given) | · | 4.9 | 2 | 0 | 2 | · | 14
CC[C@]12C=CCN3CCC4(c5cc(Br)c(OC)cc5N(C)C4[C@@](O)(C(=O)OC)[C@@H]1OC(C)=O)C32 (stereo not given in full) | -3 | · | -2&-6 | -3 | 1 | · | 1
N#Cc1ccc(CN2Cc3ccccc3-n3nncc3C2)cc1 | -1 | · | -4 | 109* | 3 | 3 | 6
NC1=NC(c2cccnc2)n2c(nc3ccccc32)N1 (stereo not given) | · | · | 29 | 3 | 0 | · | 2
O=C(Nc1ccccc1)N1Cc2cc(Br)ccc2-n2nncc2C1 | · | 0.1 | 0 | -2 | 0 | · | -1

More entries.
SMILES | PglD inh | E-selectin induc | S100A4 MyoIIA | DENV2 CPE | ERp5 block | C2C12 statin | SIRT5 block
CN1CCN(c2ccc(C(F)(F)F)cc2N)CC1 | · | · | -2 | -2 | 2 | · | ·
NCCc1ccc(O)cc1 | -2 | 0.3 | 3 | 3 | 2 | -2 | -1
Cc1ccccc1-c1ccc([C@@H]2[C@H](CO)N3CCCCN(C(=O)Cc4ccccn4)C[C@@H]23)cc1 | 1 | 1.7 | 3 | -4 | 18 | · | -3
COC(=O)C1=C(c2ccc(Cl)c(C(F)(F)F)c2)C[C@@H]2CC[C@H]1N2C(=O)N1CCOCC1 | 1 | -0.1 | -5 | -4 | 9 | -2 | -5
CCC1(c2cccc(O)c2)CCCCN(C)C1 (stereo not given) | 7 | 0.7 | -2 | 1 | 0 | -1 | -2

Three compounds from above with just SIRT5 block.
SMILES,SIRT5 block
CCC1(c2cccc(O)c2)CCCCN(C)C1 (stereo not given),-2
COC(=O)C1=C(c2ccc(Cl)c(C(F)(F)F)c2)C[C@@H]2CC[C@H]1N2C(=O)N1CCOCC1,-5
Cc1ccccc1-c1ccc([C@@H]2[C@H](CO)N3CCCCN(C(=O)Cc4ccccn4)C[C@@H]23)cc1,-3

Ordered by SMILES length (low to high): part of the list above
SMILES | PglD inh | E-selectin induc | S100A4 MyoIIA | DENV2 CPE | ERp5 block | C2C12 statin | SIRT5 block
CCC1(c2cccc(O)c2)CCCCN(C)C1 (stereo not given) | 7 | 0.7 | -2 | 1 | 0 | -1 | -2
CN1CCN(c2ccc(C(F)(F)F)cc2N)CC1 | · | · | -2 | -2 | 2 | · | ·
Cc1ccccc1-c1ccc([C@@H]2[C@H](CO)N3CCCCN(C(=O)Cc4ccccn4)C[C@@H]23)cc1 | 1 | 1.7 | 3 | -4 | 18 | · | -3

Bioassay records deposited in PubChem by Broad Institute.
